# Calpain2 inh – blocks pig calpain II enzyme activity. purified calpain II, fluorogenic peptide substrate, 30 min. inhibition, % at 16 µM. 0.37% of 220,000 active. AID 1236;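 active means inhibition above about 50%, limit read from the data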
# EBV gp42 inh – inhibitors of Epstein-Barr virus glycoprotein 42; inhibition, % (tested at 21.74 µM); Fluorescence polarization binding assay, mP read-out; 0.42% of 220,000 active; Q1HVG2; in the data active means inhibition above about 50%
# Target sequence (Q1HVG2 whole entry, looked up): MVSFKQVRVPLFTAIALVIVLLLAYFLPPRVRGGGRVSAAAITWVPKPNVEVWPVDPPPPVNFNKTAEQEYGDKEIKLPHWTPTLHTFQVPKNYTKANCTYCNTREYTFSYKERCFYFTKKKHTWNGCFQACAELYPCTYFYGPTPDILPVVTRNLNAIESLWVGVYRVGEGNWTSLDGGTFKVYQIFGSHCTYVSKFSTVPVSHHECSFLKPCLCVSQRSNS
# PPC-1+TRAIL kill – kills PPC-1 cancer cells in the presence of TRAIL; PPC-1 cells + TRAIL, ATPLite viability luminescence; cell killing (% activity), % at 4 µM; 0.41% of 220,000 active; AID 1443;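 active means cell killing above 50% in the first pass at 4 µM, then a duplicate retest at 5 µM averaging 50% or more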;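 further: plate controls were cells with TRAIL plus DMSO for no effect and medium-only wells lacking cells for full effect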
# Tb hexokinase – T. brucei hexokinase 1 inhibition. recombinant TbHK1, G6PDH-coupled NADH A340. inhibition, % at 10 µM. 0.11% of 220,000 active. AID 1430;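 active means inhibition of 50% or more in the single-dose primary screen; inactive means inhibition below 50%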
# zfTRPN1 agonist – zebrafish TRPN1 (NompC) channel agonism. AID 1424. activation, % at 3 µM. HEK293 zebrafish TRPN1-YFP, Fluo-8 calcium fluorescence; 100% = response to 87 µM carbachol. 0.18% of 220,000 active;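 active means activation above its plate's cutoff, the mean activation of test wells on that plate plus 3 SD, cut at about 19% in these data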;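 further: 0% = DMSO alone and 100% = 87 µM carbachol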
#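 Assay system: Zebrafish TRPN1-YFP in HEK293 cells | Incubation: Dye loading 1 h at 37 °C, then 30 min room temperature | Measured by: Kinetic Fluo-8 fluorescence, ex 470-495, em 515-575 nm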
# KCC2 mod – modulators of human KCC2 chloride dependent transport | 2.2% of 190,000 active | B-score of Tl+ flux slope (higher = more flux/activation; lower = inhibition) at 10 µM | KCC2 cells, thallium flux FluoZin-2 fluorescence;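 active means thallium flux slope and its plate-corrected score both differing from the plate sample mean at a set confidence after two filtering rounds, in either direction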;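 further: slope of fluorescence scaled to starting intensity during 10 to 20 s after thallium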
# thrombin 1536 – inhibitors of human thrombin; alpha-thrombin, Boc-VPR-AMC fluorogenic substrate cleavage; inhibition, % at 5 µM; 0.26% of 220,000 active; AID 1046;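 active means inhibition at or above 40%; inactive means inhibition below 40%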;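 further: 0% = enzyme with no compound and 100% = wells without enzyme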
#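 signal = AMC fluorescence, 355/460 nm | material = human alpha-thrombin enzyme | control set = enzyme without compound as high, wells lacking enzyme as low | times = reaction at room temperature | read-out basis = percent inhibition scaled between no-compound controls and no-enzyme blanks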
# TRPML3 ag – activates the human TRPML3 channel | 0.29% of 220,000 active | Q8TDD5 | activation, % at 3 µM | HEK293 TRPML3-YFP, Fluo-8 calcium fluorescence; 100% = the carbachol control signal | AID 1448;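 active means activation above its plate's cutoff, the mean activation of the plate's test wells plus 3 SD, cut at about 12% in these data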;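 further: 0% = DMSO only wells and 100% = carbachol wells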
#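 Material: TRPML3-YFP stable HEK293 cells | Dosing: One concentration, 3 µM nominal, 0.3% DMSO | Timing: 125 s total fluorescence read per well | Technique: Fluo-8 calcium dye fluorescence, ex 470-495, em 515-575 nm | Measure: Percent activation from peak-to-basal fluorescence ratio, scaled between DMSO and carbachol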
# Furin inh – inhibitors of human furin; P09958; purified furin, fluorogenic substrate cleavage; inhibition, % at 30 µM; 0.061% of 220,000 active; AID 463115; in the data active means inhibition above about 25%; further: inactives centre near -15
# Target sequence (P09958 108-714 limits assumed): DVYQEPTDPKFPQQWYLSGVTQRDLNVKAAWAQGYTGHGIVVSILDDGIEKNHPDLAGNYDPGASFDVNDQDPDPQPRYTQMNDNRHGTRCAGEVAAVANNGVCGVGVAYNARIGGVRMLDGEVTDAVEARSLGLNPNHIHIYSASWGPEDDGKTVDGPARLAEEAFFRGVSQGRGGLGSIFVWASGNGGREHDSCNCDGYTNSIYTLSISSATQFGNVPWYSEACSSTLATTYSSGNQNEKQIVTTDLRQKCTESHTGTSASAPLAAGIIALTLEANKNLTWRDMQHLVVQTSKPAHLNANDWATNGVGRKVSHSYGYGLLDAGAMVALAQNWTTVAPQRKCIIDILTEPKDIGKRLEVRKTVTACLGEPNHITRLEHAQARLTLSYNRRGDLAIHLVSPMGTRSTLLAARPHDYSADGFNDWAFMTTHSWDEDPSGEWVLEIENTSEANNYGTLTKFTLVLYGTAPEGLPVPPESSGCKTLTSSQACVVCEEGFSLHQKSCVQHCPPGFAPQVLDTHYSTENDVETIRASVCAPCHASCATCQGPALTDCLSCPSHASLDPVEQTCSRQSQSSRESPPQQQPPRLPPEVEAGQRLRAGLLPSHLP
# * marks the source's active call; other numbers are inactive results; · = not tested or not shown; [ ] = dose if it differs, or a comment.
canonical_smiles	Calpain2 inh	EBV gp42 inh	PPC-1+TRAIL kill	Tb hexokinase	zfTRPN1 agonist	KCC2 mod	thrombin 1536	TRPML3 ag	Furin inh
Oc1cccc(/C=N/NC(=S)NCCN2CCOCC2)c1O	-53	-12	-9	-16	1.8	-1.5	2	0.0	10
O=C(NC1CCCCC1)C(c1ccc(F)cc1)N(Cc1ccc2c(c1)OCO2)C(=O)c1cnsn1 (stereo not drawn)	-13	-7	22	-4	-1.4	0.49	-2	0.2	-10[20 µM]
O=S(=O)(N/N=C/c1ccccc1OCc1ccc(Cl)cc1)c1ccccc1	0	-1	-3	3	-1.2	-0.35	0	-0.1	-9
CC12CCC(C(=O)NCc3ccccn3)(OC1=O)C2(C)C (stereo not drawn)	4	-8	-27	3	1.0	·	-9	0.7	-24[20 µM]
Cc1ccc(C(=O)NC(=S)Nc2ccccc2C(F)(F)F)cc1	-9	-7	-2	-3	0.7	·	2	0.1	-15[20 µM]
COc1ccc2c(c1)c(=O)oc1cc3oc(C)c(C)c3cc12	-47	0	-8	-4	-1.0	·	1	0.9	-11[20 µM]
Cc1cc(NC(=O)c2ccc3nc(-c4ccccc4)c(-c4ccccc4)nc3c2)no1	-23	-27	14	0	-1.7	·	4	0.7	-9[20 µM]
Cc1ccc(C(=O)c2cn[nH]c2-c2cc(Cl)ccc2O)cc1	30	-11	22	5	1.8	·	-2	0.5	-22
CCOC(=O)Cc1[nH]nc2c1C(Cc1ccccc1)C(C#N)=C(N)O2 (stereo not drawn)	-15	2	14	-5	1.4	-0.092	-1	-1.1	-13
COc1ccc(C2C(C(=O)c3ccco3)=C(O)C(=O)N2Cc2cccnc2)cc1OC (stereo not drawn)	26	-8	4	-10	1.2	0.081	5	-0.1	-4
CN1CCN(NC(=O)CN2C(=O)/C(=C/c3ccccc3Cl)SC2=S)CC1	16	-5	-10	-17	0.7	·	-5	1.0	-3
N#Cc1sc2nc(-c3cccs3)cc(-c3ccc(F)cc3)c2c1N	-111	-3	4	-7	-1.5	-0.91	0	0.7	-22
COCc1nnc(NC(=O)CSc2ccc(C)cc2)s1	-5	-9	18	39	-1.6	0.71	-1	-0.9	-4
Cc1sc2c(c1C)c(=O)n(-c1cccc(C(F)(F)F)c1)c(=O)n2CC(=O)NCc1ccco1	-22	3	-8	-2	0.1	·	-2	0.8	-11[20 µM]
N#Cc1c(N)nc2c(c1-c1ccncc1)CCCCC2	-30	-17	4	-10	-1.2	-0.052	0	0.3	-11[20 µM]
O=C(O)/C=C/c1ccc(OCc2cccc(F)c2)cc1	-39	-17	-10	-4	-0.1	·	26	0.3	-32
CCCc1c(C(=O)Nc2ccc(N3CCOCC3)cc2)cnn1-c1ccccc1	9	-18	-4	-12	-0.7	0.069	2	-0.8	-10
COc1ccc(CCn2c(NN=C3CCCC3)nc3c2c(=O)[nH]c(=O)n3C)cc1	4	-10	11	-6	2.3	1	-3	0.4	-25
Cc1nn(-c2ccccc2)c(Cl)c1/C=C/C(=O)c1ccc(O)cc1	-13	-115	11	-23	0.3	-1.4	-2	0.2	-20
Clc1ccc(-c2nnc(-c3ccc(Br)cc3)c(N3CCSCC3)n2)cc1	4	-39	17	-13	-2.7	·	4	1.0	-15[20 µM]
COn1c2c(c3c4nonc4ccc31)CCCC2	-121	3	-4	2	-0.1	0.17	4	0.4	-21[20 µM]
O=C(c1ccc(Cl)cc1)C1C2C(=O)N(c3ccccc3)C(=O)C2C2CCCN21 (stereo not drawn)	-97	81*	10	-2	0.4	1.3	10	0.9	-18
CC(=O)NS(=O)(=O)c1ccc(N2C(=O)c3ccccc3C2=O)cc1	10	-2	28	10	0.2	0.3	-2	0.7	2
COc1cccc(OCc2nc3ncc(Br)cc3[nH]2)c1	20	0	1	1	0.0	1.1	2	-0.4	-29
CC(CC(C)C(=O)N1CCOCCN(C(=O)C(C)CC(C)C(=O)O)CCOCC1)C(=O)O (stereo not drawn)	-13	-8	-11	0	1.5	0.32	-1	1.1	-6

# 4 compounds picked at random from the list so far, as already listed:
canonical_smiles	Calpain2 inh	EBV gp42 inh	PPC-1+TRAIL kill	Tb hexokinase	zfTRPN1 agonist	KCC2 mod	thrombin 1536	TRPML3 ag	Furin inh
COn1c2c(c3c4nonc4ccc31)CCCC2	-121	3	-4	2	-0.1	0.17	4	0.4	-21[20 µM]
Cc1cc(NC(=O)c2ccc3nc(-c4ccccc4)c(-c4ccccc4)nc3c2)no1	-23	-27	14	0	-1.7	·	4	0.7	-9[20 µM]
O=C(O)/C=C/c1ccc(OCc2cccc(F)c2)cc1	-39	-17	-10	-4	-0.1	·	26	0.3	-32
Oc1cccc(/C=N/NC(=S)NCCN2CCOCC2)c1O	-53	-12	-9	-16	1.8	-1.5	2	0.0	10

# Structural class: the entries above with a thiophene ring, fused or not.
canonical_smiles	Calpain2 inh	EBV gp42 inh	PPC-1+TRAIL kill	Tb hexokinase	zfTRPN1 agonist	KCC2 mod	thrombin 1536	TRPML3 ag	Furin inh
N#Cc1sc2nc(-c3cccs3)cc(-c3ccc(F)cc3)c2c1N	-111	-3	4	-7	-1.5	-0.91	0	0.7	-22
Cc1sc2c(c1C)c(=O)n(-c1cccc(C(F)(F)F)c1)c(=O)n2CC(=O)NCc1ccco1	-22	3	-8	-2	0.1	·	-2	0.8	-11[20 µM]

# (cont.)
canonical_smiles	Calpain2 inh	EBV gp42 inh	PPC-1+TRAIL kill	Tb hexokinase	zfTRPN1 agonist	KCC2 mod	thrombin 1536	TRPML3 ag	Furin inh
CSc1ccc(/C=N/NC(=O)c2ccc(O)cc2)cc1	-21	-13	39	-63	-2.6	-2.9	-2	0.0	-19
CN(C)c1ccc(/C=N/n2c(-c3ccccc3Br)n[nH]c2=S)cc1	11	-9	15	-29	0.1	5.8*	2	-0.1	-4
Cc1ccc(-n2nnnc2SCC(=O)Nc2ccc3c(c2)OCCO3)cc1C	-13	4	15	5	0.2	-0.33	-3	0.9	-11[20 µM]
CSc1nnc2n(Cc3ccccc3)c(=O)c3c4c(sc3n12)COC(C(C)C)C4 (stereo not drawn)	-27	-18	-12	1	-1.1	0.04	-4	0.8	-21[20 µM]
CCn1c(SCC(=O)NCc2ccc(F)cc2)nc2c(c1=O)SC(C)C2 (stereo not drawn)	19	-14	16	-16	-0.7	-1.3	3	-0.2	-20
O=C(NNc1ccccn1)C(=O)NNS(=O)(=O)c1ccc(Cl)cc1	-26	-22	16	9	-0.5	-0.13	4	0.2	0[20 µM]
CN(Cc1ccccc1)C(=O)c1ccccc1-c1ccccc1	25	9	0	2	-2.1	-0.21	0	-0.5	-22
O=C1Nc2cc(C(=O)N3CCOCC3)ccc2SC1N1CCOCC1 (stereo not drawn)	-6	12	14	3	0.8	·	6	1.6	-23
CCCCNc1nc(N)nc(-c2cc(Cl)ccc2O)n1	3	12	12	-4	0.8	-0.1	-5	0.3	-12
O=C(O)CCCC(=O)N1CCN(c2nc(-c3ccccc3)c3ccccc3n2)CC1	-258	-6	8	-14	-1.7	-0.86	-2	0.4	-15
O=C1c2ccccc2C(Nc2ccc3c(c2)OCCO3)N1Cc1ccccc1 (stereo not drawn)	19	-2	-12	-6	·	-2.4	4	·	-14
CCCn1cnc2cc(NCc3ccccn3)ccc21	-7	-13	19	-1	·	-0.25	-8	·	-17
O=C(NC1CCCCCC1)C1CCCN(S(=O)(=O)c2cccs2)C1 (stereo not drawn)	-16	0	18	-3	1.0	-1.8	-4	-0.3	-28[20 µM]
COC(=O)c1ccccc1NC(=O)Nc1ccc(Br)cn1	-10	-13	15	2	2.1	-0.19	-6	0.7	-21
O=S(=O)(Nc1nc2cc3c(cc2nc1Cl)OCCO3)c1ccccc1	-399	-4	20	-5	-1.9	0.92	-15	-0.4	-20
CC(C)CN(CC(C)C)C(=O)COc1ccccc1C(N)=O	-13	-5	18	-6	0.0	0.8	-2	0.7	-25
COc1ccc(S(=O)(=O)NNC(=O)c2sccc2-n2cccc2)cc1	-17	-3	9	-6	1.9	-0.22	-2	1.0	-16
O=C(COc1ccccc1[N+](=O)[O-])NC1CC1	-10	1	-3	-7	-1.2	-0.8	1	-0.1	-25
CC(=O)NCc1ccc(S(=O)(=O)N/N=C/c2ccc(Br)cc2)cc1	-4	-7	5	-12	-0.1	0.66	-7	0.4	-17
O=c1c2[nH]c3cccc(Cl)c3c2ncn1Cc1ccncc1	·	·	28	-2	0.5	0.31	2	0.8	-27
O=C(CCCNS(=O)(=O)c1cccc2nsnc12)NCc1ccc(Cl)cc1	5	3	15	-15	1.9	·	-1	1.4	-8
COc1ccc(NC(=O)CN(C2CCCCC2)S(C)(=O)=O)cc1Cl	-17	1	10	-5	-1.1	-0.055	-2	0.0	-5[20 µM]
O=C(OCC1OC(n2cnc3c(N(C(=O)c4ccccc4)C(=O)c4ccccc4)ncnc32)C(O)C1F)c1ccccc1 (stereo not drawn)	-8	-25	-16	-12	-0.6	0.17	4	-0.2	-10[20 µM]
Cc1cc(-c2ccccc2)n2ncc(C#N)c2n1	-366	-2	7	-17	-1.2	·	2	0.4	-37
COc1ccc(CC(=O)NNC2=Nc3cccc4cccc2c34)cc1OC	-65	0	10	-17	-0.7	-0.87	-6	0.4	-10
CCOc1ccc(NC(=O)COC(=O)Cn2cnnn2)cc1OCC	-30	8	-8	1	1.6	0.2	-5	1.5	-19[20 µM]
COc1ccc(/C=C/C(=O)Nc2ccc3c(c2)OCCO3)cc1OC	10	-10	-8	-26	2.0	0.59	2	0.5	-2

# Bioassay records (PubChem BioAssay)
